Tau fluor cs: Counterscreen qHTS for Inhibitors of Tau Fibril Formation, Fluorescence Polarization; AID 1463, 2008; 280,000 compounds, 0.93% hits; tau K18 P301L Alexa594 fluorescence, heparin fibrillization; Potency, µM (top dose mostly 57.7 µM), inactives show top-dose activity change, negative = decrease; note: % is set by controls: 0 for no effect and ±100 for the full control effect; nearly all actives have a fitted effect of over 55% in size
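Human tau K18 P301L (15 uM unlabeled, 0.24 uM Alexa 594-labeled) in 100 mM sodium acetate pH 7 with 20 uM heparin, 6 hr at 37 C. ThT 30 uM added, 1 hr ambient; Alexa 594 FP and total fluorescence read at 555/632 nm.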
JMJD2E inh: qHTS Assay for Inhibitors of Human Jumonji Domain Containing 2E (JMJD2E); Lysine-specific demethylase 4E (Homo sapiens), B2RXH2; JMJD2E catalytic domain, FDH-coupled NADH fluorescence (FDH is formaldehyde dehydrogenase); Potency, µM (doses to about 57.1 µM), without a hit: at the highest dose activity change, negative = inhibition, most hits filed as inhibitors; 230,000 compounds, 1.6% hits; AID 2147, 2009; active = well fitted inhibition curve with a large enough effect, not every such curve was filed as active; inconclusive = small, poorly fitted or top-dose-only effect, or another doubt; inactive = no such curve, though single readings can be large or run the other way;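 note: 0% = wells with enzyme and -100% = buffer wells without enzyme; nearly all actives have a fitted effect of over 50% in size; many of its hits are not listed in these tables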
Target sequence (B2RXH2 1-337 limits assumed): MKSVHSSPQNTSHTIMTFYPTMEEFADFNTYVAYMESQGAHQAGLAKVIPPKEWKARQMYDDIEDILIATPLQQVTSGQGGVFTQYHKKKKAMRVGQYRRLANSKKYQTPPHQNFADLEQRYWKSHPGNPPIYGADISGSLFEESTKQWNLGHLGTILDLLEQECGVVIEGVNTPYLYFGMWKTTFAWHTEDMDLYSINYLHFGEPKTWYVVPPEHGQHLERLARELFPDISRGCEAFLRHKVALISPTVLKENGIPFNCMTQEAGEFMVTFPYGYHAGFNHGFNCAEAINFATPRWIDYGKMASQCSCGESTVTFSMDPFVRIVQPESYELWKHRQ
HTT ATP protect: qHTS Multiplex Assay to Identify Dual Action Probes in a Cell Model of Huntington: Cytoprotection (ATP). PC12 HTT-Q103 induced, cytoprotection, ATP luminescence, 40 h. Potency, µM (titrated, usually from 56.4 µM), without a hit: cytoprotection (ATP increase), most hits filed as activators. 230,000 compounds, 0.14% hits;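 note: % of control where 0% means no effect; nearly all actives have a fitted effect of over 45% in size; toxic huntingtin expression switched on by the ecdysone agonist tebufenozide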
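Quantitative HTS on tebufenozide-induced (100 nM) PC12 cells expressing HTTQ103 exon 1–GFP; compounds tested as a concentration series; survival measured via cellular ATP.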
ALDH1A1 inh: qHTS Assay for Inhibitors of Aldehyde Dehydrogenase 1 (ALDH1A1); Purified ALDH1A1, NADH fluorescence, propionaldehyde substrate; 220,000 compounds, 7.3% hits; Potency, µM (titrated, usually from 75.3 µM), for the others: at the top dose activity, negative = inhibition, hits mostly inhibitors; Aldehyde dehydrogenase 1A1 (Homo sapiens), P00352; active = well fitted inhibition curve with a large enough effect, not every such curve was filed as active; inconclusive = small, poorly fitted or top-dose-only effect, or another doubt; inactive = no such curve, though single readings can be large or run the other way;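 note: plate controls were no enzyme wells and a reference inhibitor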
Target sequence (P00352 whole entry, looked up): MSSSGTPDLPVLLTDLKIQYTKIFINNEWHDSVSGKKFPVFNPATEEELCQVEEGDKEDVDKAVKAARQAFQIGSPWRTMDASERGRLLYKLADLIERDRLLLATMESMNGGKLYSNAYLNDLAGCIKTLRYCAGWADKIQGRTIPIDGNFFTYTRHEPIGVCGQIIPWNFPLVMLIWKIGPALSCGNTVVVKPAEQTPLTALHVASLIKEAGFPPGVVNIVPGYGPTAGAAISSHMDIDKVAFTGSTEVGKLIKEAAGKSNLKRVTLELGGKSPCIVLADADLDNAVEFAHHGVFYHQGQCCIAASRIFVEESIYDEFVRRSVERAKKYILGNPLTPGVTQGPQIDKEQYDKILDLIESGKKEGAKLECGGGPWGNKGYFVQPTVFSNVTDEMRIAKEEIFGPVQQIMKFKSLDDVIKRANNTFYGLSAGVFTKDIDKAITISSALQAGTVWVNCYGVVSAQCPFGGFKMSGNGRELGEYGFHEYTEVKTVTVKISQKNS
SMN2 splice up: qHTS Assay for Enhancers of SMN2 Splice Variant Expression; HEK293 SMN2-luciferase splicing reporter, luminescence, 30-36 h; 210,000 compounds, 2.8% hits; Potency, µM (highest dose often 46.1 µM), inactives show at the highest dose activity change, positive = activation, most hits filed as activators; note: % of control where 0% means no effect; nearly all actives have a fitted effect of over 55% in size
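HEK293 cells carry an SMN2 […]–luciferase reporter in which exon 7 inclusion puts luciferase in frame. Cells were plated 10-12 h before compound addition, then incubated 30-36 h at 37C. ONE-Glo luminescence was read; sodium butyrate at 4.5 mM final served as control.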
HttQ103 aggreg: qHTS Multiplex Assay to Identify Dual Action Probes in a Cell Model of Huntington: Aggregate Formation (GFP) | Potency, µM (series often up to 46.1 µM), for the others: at the top dose activity change, negative = inhibition, most hits filed as inhibitors | 220,000 compounds, 1.1% hits | AID 1688, 2009 | PC12 HttQ103-GFP aggregates, Acumen cytometry, 40 h; note: % is set by controls: 0 for no effect and ±100 for the full control effect; nearly all actives have a fitted effect of over 60% in size
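Inducible Q103 Huntingtin exon 1–GFP PC12 line, 1500 cells/well in phenol red free DMEM with 5% equine and 5% calf serum. Tebufenozide 100 nM induced expression; compounds titrated; aggregates quantified by cytometry.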
Tau fibril ThT: qHTS for Inhibitors of Tau Fibril Formation, Thioflavin T Binding. Microtubule-associated protein tau (Homo sapiens), P10636. recombinant tau K18 P301L (four-repeat tau fragment), heparin-induced fibrillization, ThT fluorescence. Potency, µM (top dose mostly 57.4 µM), without a hit: at the top dose activity, negative = inhibition, actives largely listed as inhibitors. 270,000 compounds, 2.1% hits. AID 1460, 2008; note: % is set by controls: 0 for no effect and ±100 for the full control effect; nearly all actives have a fitted effect of over 55% in size
Target sequence (P10636 561-689 P618L limits assumed): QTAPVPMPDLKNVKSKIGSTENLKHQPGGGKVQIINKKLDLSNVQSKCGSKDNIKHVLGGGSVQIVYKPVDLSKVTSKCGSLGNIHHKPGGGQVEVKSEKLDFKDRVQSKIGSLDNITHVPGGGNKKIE
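Recombinant human tau K18 fragment […] carrying P301L, 15 uM unlabeled plus 0.24 uM Alexa 594-labeled, was fibrillized with 20 uM heparin in 100 mM sodium acetate pH 7 for 6 hr at 37 C; 30 uM ThT fluorescence read after 1 hr.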
Tau fibril FP: qHTS for Inhibitors of Tau Fibril Formation, Fluorescence Polarization. Microtubule-associated protein tau (Homo sapiens), P10636. AID 1468, 2008. K18 P301L tau heparin fibrillization, Alexa594 FP, 6 h. Potency, µM (highest dose often 57.7 µM), for inactives: top-dose activity, negative = inhibition, actives largely listed as inhibitors. 280,000 compounds, 0.39% hits; note: % is set by controls: 0 for no effect and ±100 for the full control effect; nearly all actives have a fitted effect of over 55% in size
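Recombinant K18 P301L […], labeled with Alexa 594 at 0.24 uM over 15 uM unlabeled; heparin inducer 20 uM final; 37 C, 6 hr; FP endpoint.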
* = called active by the depositor; ? = inconclusive; · = not tested or not shown; [ ] = another dose, or the depositor's remark. Unless noted, calls come from the whole dose curve; as a rule, active = well fitted curve in the direction sought with a large enough effect; inconclusive = small, poorly fitted or top-dose-only effect, or another doubt; inactive = no such curve, though single readings can be large; an effect the other way counts as inactive or inconclusive. Potency is the fitted concentration of half-maximal effect. This is a subset; rates above refer to the full screens.

SMILES	Tau fluor cs	JMJD2E inh	HTT ATP protect	ALDH1A1 inh	SMN2 splice up	HttQ103 aggreg	Tau fibril ThT	Tau fibril FP
Cc1ccccc1NC(c1cccc(Cl)c1)c1nnnn1C1CCCCC1 (stereo not given)	1.7%	8.9%	?	4.4%	2.8%	-1.5%	1.4%	3.0%
CNC(=S)N1CCc2cc(OC)c(OC)cc2C1COc1ccc(OC)cc1 (stereo not given)	-24.9%	-5.2%	-51.7%[inhibitor]	-10.5%	?	13.6%	-12.6%	-8.6%
CS(=O)(=O)N1CCC(C(=O)Nc2cccc([N+](=O)[O-])c2)CC1	7.4%	-2.1%	-28.6%	-13.9%	2.0%	16.7%	2.2%	3.1%
C=CCn1c(N)c(-c2nc3ccccc3n2C)sc1=S	-24.7%	-7.0%	13.0%	?	8.5%	7.2%	?	1.3%
O=C(Nc1cccc(-c2cn3ccccc3n2)c1)c1cc2ccccc2oc1=O	-28.3%	-10.9%	-17.6%[10 µM]	1.0%	?	-0.7%	?	-10.7%
O=C(CSc1nnc(-c2ccncc2)n1Cc1ccco1)Nc1nc(-c2ccccc2)cs1	-19.8%	4.0%	-28.0%	2.2%	-59.8%[inhibitor]	?	-5.2%	-2.6%
O=C1CCCC(O)=C1C1NCCc2ccccc21 (stereo not given)	-21.4%	-15.9%	-5.8%	3.0%	11.1%	-7.1%	?	-17.9%
CC1CC1C(=O)Nc1nc(-c2cccs2)c(-c2cccs2)s1 (stereo not given)	?	?	6.1%[10 µM]	?	29.2%	-2.0%	?	5.4%
Cc1ccc(-c2nc3ccccn3c2Nc2ccc3c(c2)OCCO3)o1	?	·	·	·	3.9%	·	?	2.2%
Clc1ccc(Cl)c(OCc2cc(-c3ccccc3Cl)on2)c1	-0.6%	-9.8%	-17.7%	6.4%	-3.1%	1.4%	-3.5%	-9.2%
CCN(CC)S(=O)(=O)c1cccc(-c2n[nH]c(=S)n2C)c1	-7.3%	8.6%	-47.1%[inhibitor]	0.7%	-2.4%	0.0%	-9.8%	4.7%
Cc1ccc(S(=O)(=O)NCCc2ccccc2)cc1	-9.9%	-0.9%	-19.8%	-6.3%	-2.1%	-5.6%	-10.0%	4.5%
Cc1[nH]nc(NCCO)c1[N+](=O)[O-]	2.2%	-5.9%	-10.7%	-0.6%	·	28.6%	5.5%	0.0%
Cc1nn(C)c(C)c1CNC(=O)c1nn2c(c1Cl)NC(c1cccs1)CC2C(F)(F)F (stereo not given)	0.7%	4.7%	34.7%[10 µM]	8.9%	-81.1%[inhibitor]	?	-4.4%	6.8%
CN(C)CC(=O)c1c(N)n(Cc2ccccc2)c(=O)n(C)c1=O	5.1%	2.8%	-32.0%[inhibitor]	10.2%	2.7%	-0.9%	3.4%	7.9%
O=C(NCc1ccccc1)c1ccc(CS(=O)(=O)c2c(Cl)cccc2Cl)o1	-6.7%	·	·	·	-8.1%	·	2.8%	-4.9%
Cn1c(=O)oc2cc(S(=O)(=O)NCCC(=O)NC3CCCc4ccccc43)ccc21 (stereo not given)	-1.2%	6.2%	6.4%[10 µM]	-1.9%	-28.6%	4.8%	-4.8%	-3.3%
COc1ccc2c(c1)C1NC(=S)NC(C)(O2)C1C(=O)Nc1ccc(C)cc1C (stereo not given)	-9.4%	0.3%	·	7.2%	-20.8%	9.4%	-7.7%	-3.0%
O=C(CCC(=O)Nc1ccc(Oc2ccccc2)cc1)NCCO	2.6%	12.6%	-25.0%	6.6%	-4.3%	-20.2%	-4.0%	1.7%
O=C(Nc1ccccc1)c1ccc(-c2ccc(Br)cc2)o1	?	?	-0.3%[10 µM]	5.7%	?	0.2%	?	?
CC1CCC2(CC1)NC(=O)N(CC(=O)Nc1sc3c(c1C(N)=O)CCC3)C2=O (stereo not given)	-8.5%	?	-11.9%[10 µM]	?	-16.9%	16.7%	?	-1.8%
O=C(OCC(=O)N1CCc2ccccc21)c1c2c(nc3ccccc13)CCCCC2	-11.3%	-24.9%	·	-7.1%	3.0%	7.0%	?	5.7%
CC(=O)C1C(c2ccc(O)cc2)NC(=O)NC1(O)C(F)(F)F (stereo not given)	6.0%	-7.3%	17.5%[10 µM]	·	·	4.9%[9.22 µM]	3.7%	2.7%
CCCc1[nH]n(-c2nc3ccccc3s2)c(=O)c1C=NCCCOC	-5.9%	8.6%	10.7%[10 µM]	·	·	15.9%[9.22 µM]	-5.1%	2.1%
CCOC(=O)N1CCN(Cc2nc(-c3ccccc3)no2)CC1	5.7%	-0.7%	3.9%	-12.3%	28.1%	-15.2%	-4.2%	6.8%
CSc1nc2ccccc2n1CC(=O)Nc1ccc(C)c(C)c1	-16.9%	0.1%	·	-6.7%	-21.5%	?	-16.5%	2.3%
O=C1/C(=C\c2cccs2)Sc2ccc3ccccc3c21	-21.7%	10.9%	40.7%[10 µM]	8.4%	15.3%[1.84 µM]	4.3%	1µM*	-2.0%
COc1ccc(N(CC(=O)NC(C)C)S(=O)(=O)c2ccc(NC(C)=O)cc2)cc1	-6.8%	6.8%	-11.0%	-4.2%	-13.4%	3.9%	3.2%	-2.0%
COCCSc1ccccc1C(=O)NCc1ccco1	10.5%	6.1%	10.4%	14.1µM*	-14.9%	22.9%	5.7%	-1.9%
COCC(=O)Nc1c(I)c(C(=O)NC[C@@H](O)CO)c(I)c(C(=O)N(C)C[C@@H](O)CO)c1I	·	-2.8%[25.5 µM]	-6.6%[40.3 µM]	4.2%[20.9 µM]	-4.6%[20.6 µM]	-4.6%[20.6 µM]	·	·
CCN(CC)S(=O)(=O)c1ccc(C(=O)OCC(=O)Nc2ccc(-c3nc4ccc(C)cc4s3)cc2)cc1	-7.3%	?	·	-127.8%	1µM*	1.0%	-6.1%	-11.2%
CCCCS(=O)(=O)N1CCc2nc(-c3ccccc3)c3c(c2C1)CO[C@@H](C)C3	-1.4%[11.6 µM]	7.2%[11.4 µM]	-7.4%[10 µM]	19.2%[13.5 µM]	-3.3%[9.22 µM]	·	3.7%[11.5 µM]	-1.6%[11.6 µM]
Cc1cc(C)cc(N(CC(=O)NCc2ccco2)C(=O)CCC(=O)Nc2ccccn2)c1	-1.7%	0.2%	-1.2%	?	11.5%	-3.7%	-12.7%	11.7%
O=c1oc2ccc3ccccc3c2cc1-c1nnc(Nc2ccccc2)s1	-3.4%	·	·	·	-9.9%	·	?	4.9%
COc1ccc(CCNC(=O)CSc2nc3ccccc3o2)cc1	-16.4%	-0.3%	-29.9%	?	-3.3%	0.9%	-17.6%	3.2%
CC(c1ccccc1)n1cc2c(c1-c1ccccc1Br)c(=O)n(C)c(=O)n2C (stereo not given)	-18.7%	·	·	·	-14.0%	·	?	-4.4%
CC1CCN(S(=O)(=O)c2ccc(NC(=O)CN3CCOCC3)cc2)CC1	-2.8%	-2.7%	1.5%	?	-24.3%	-10.0%	-0.6%	1.7%
CCCCCCn1c(CN2CCC(C)CC2)nc2c1c(=O)n(C)c(=O)n2C	-1.1%	-1.3%	5.4%[10 µM]	?	-33.4%[inhibitor]	-8.9%	-2.5%	0.6%
CCC(=O)N1CCN(c2cc(N3CCN(C)CC3)c(F)cc2[N+](=O)[O-])CC1	-1.7%	3.9%	·	1.6%	19.1%	3.5%	-9.8%	4.1%
S=c1[nH]nc(CCc2ccccc2)n1-c1ccc(Cl)cc1	-4.6%	-4.1%	9.4%[10 µM]	?	-9.5%	13.4%	-4.3%	1.1%
O=C(Nc1ccccc1)c1cc2ccccc2c(=O)s1	-19.0%	1.3%	·	-4.4%	?	11.2µM*	-4.8%	?
CN=C1SC(CC(=O)Nc2ccccc2F)C(=O)N1/N=C/c1ccc(O)c(OC)c1 (stereo not given)	-28.9%	-4.6%	·	?	11.1%	29.7%	-10.2%	1.4%
O=C1CC(SCCc2nc3ccccc3[nH]2)C(=O)N1c1ccc(Cl)cc1 (stereo not given)	-27.8%	-2.0%	-2.8%	?	-4.9%	9.6%	?	?
COC(=O)CSc1ncnc2c1sc1nc3c(cc12)COC(C)(C)C3	-1.4%	4.8%	-53.4%[inhibitor][10 µM]	1.41µM*	21.9%	12.5%	-11.0%	-2.3%
CC1=[N+](CC(=O)c2ccccc2)CCn2cccc21	-26.8%	15.4%	3.5%[10 µM]	-5.4%	·	-8.0%[9.22 µM]	?	11.1%
CN(C)S(=O)(=O)c1cccc(C(=O)Nc2ccccc2Cl)c1	-10.7%	4.6%	3.7%	-1.6%	-13.6%	2.7%	-11.6%	-8.7%
CCN1CCN(c2cc(C)c3cc(NC(=O)c4cccnc4Cl)ccc3n2)CC1	-20.9%	?	20.3%	?	5.1%	12.6%[9.22 µM]	?	-0.2%
Cc1ccc(N)c2c1OCCC2=O	2.2%	3.8%	·	-6.2%	-3.9%	-11.6%	-0.4%	4.6%

3 compounds from above, reduced to Tau fibril ThT, Tau fibril FP and ALDH1A1 inh:
compound	Tau fibril ThT	Tau fibril FP	ALDH1A1 inh
CN=C1SC(CC(=O)Nc2ccccc2F)C(=O)N1/N=C/c1ccc(O)c(OC)c1 (stereo not given)	-10.2%	1.4%	?
CCN1CCN(c2cc(C)c3cc(NC(=O)c4cccnc4Cl)ccc3n2)CC1	?	-0.2%	?
COC(=O)CSc1ncnc2c1sc1nc3c(cc12)COC(C)(C)C3	-11.0%	-2.3%	1.41µM*

Screening data (PubChem)
